# Assay outcomes (PubChem)
# Phagocyt inh: blocks phagocytosis by macrophages. J774A.1 macrophage IgG-bead phagocytosis, imaging. inhibition, % at 5 µM. hit rate 0.07% among 110,000;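 active means inhibition above the mean of the plate negative controls plus 5 SD, cut at about 13% in these data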;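 further: phagocytic index as fraction of beads internalized from green versus red external bead signal; plate controls were DMSO negative control for no effect and cytochalasin-D positive control for full effect; some results beyond the cut were filed as inactive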
# BB579 growth dn: yeast BB579 growth reduction in restrictive medium. S. cerevisiae BB579 growth, OD615, 48 h. inhibition, % at 10 µM. hit rate 0.51% among 140,000. AID 804;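 active means inhibition above a set limit, 3 SD over the mean compound inhibition, cut at about 44% in these data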; further: inactives centre near -24
#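 Assay system – yeast BB579 (DeaD) · Dosing – single compound dose of 10 µM, 0.25% DMSO final · Detection – OD615 turbidity measurement · Buffer or medium – CSMM-D restrictive synthetic medium containing dextrose (glucose) · Benchmarks – positive control amphotericin B 10 µg/mL · Incubation – 48 h exposure, 30 °C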
# HCT116 bCat-KO: beta-catenin-lacking colon tumor cell growth suppression | HCT116 beta-catenin knockout viability, CellTiter-Glo, 60 h; stronger effect = lower value | viability, % at 10 µM | hit rate 1.5% among 140,000 | AID 818;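 active means viability at or under a set limit, the compound median less 4 SD, cut at about 6% in these data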;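 further: 0% = Hyamine 1622 control at 20 µM and 100% = untreated cell control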
# Measles CPE: protection of cells from measles virus; hit rate 1.5% among 140,000; protection (pct of control), % at 4 µM; Measles virus-infected cells, CPE protection, absorbance; in the data active means protection mostly above about 24%, no sharp cut-off; inactive means mostly below about 26%; further: some compounds called inactive have numbers as strong as hits
# E-sel TNF inh: TNF alpha driven E-selectin expression inhibition; HUVEC TNFa-induced E-selectin immunofluorescence, high content; inhibition, % at 2 µM; hit rate 0.71% among 120,000;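 active means inhibition above the batch mean plus 3 SD, and confirmed as a hit on visual image review, cut at about 43% in these data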;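 further: 0% = TNF-stimulated DMSO wells and 100% = unstimulated control wells; not every result past the cut was called active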
# GALR2 antag: antagonists of human galanin receptor 2 (GALR2). inhibition, % at 4 µM. AID 828. O43603. hit rate 0.39% among 140,000. GALR2-expressing cells, antagonist mode; in the data active means inhibition above about 27%;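 further: cells stimulated with galanin 1-16 at roughly its EC80; 0% = agonist challenge control and 100% = basal control without agonist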
# Target sequence (O43603 whole entry, looked up): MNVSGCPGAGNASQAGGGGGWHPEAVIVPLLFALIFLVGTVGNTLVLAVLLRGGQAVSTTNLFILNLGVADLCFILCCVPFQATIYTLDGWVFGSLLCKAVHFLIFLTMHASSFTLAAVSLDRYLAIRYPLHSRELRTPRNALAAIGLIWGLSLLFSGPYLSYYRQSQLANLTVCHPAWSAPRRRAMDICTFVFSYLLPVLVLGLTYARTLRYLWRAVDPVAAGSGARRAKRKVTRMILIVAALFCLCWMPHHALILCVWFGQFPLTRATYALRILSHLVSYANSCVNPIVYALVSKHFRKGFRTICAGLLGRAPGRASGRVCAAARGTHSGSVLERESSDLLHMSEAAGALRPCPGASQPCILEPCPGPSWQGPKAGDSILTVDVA
# NPY-Y2 antag: NPY-Y2 (human) receptor antagonism; hit rate 0.99% among 140,000; inhibition, % at 2.7 µM; NPY-Y2 expressing cells, antagonist mode; P49146; in the data active means inhibition above about 17%;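 further: 0% = vehicle with agonist challenge and 100% = reference antagonist with challenge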
# Target sequence (P49146 whole entry, looked up): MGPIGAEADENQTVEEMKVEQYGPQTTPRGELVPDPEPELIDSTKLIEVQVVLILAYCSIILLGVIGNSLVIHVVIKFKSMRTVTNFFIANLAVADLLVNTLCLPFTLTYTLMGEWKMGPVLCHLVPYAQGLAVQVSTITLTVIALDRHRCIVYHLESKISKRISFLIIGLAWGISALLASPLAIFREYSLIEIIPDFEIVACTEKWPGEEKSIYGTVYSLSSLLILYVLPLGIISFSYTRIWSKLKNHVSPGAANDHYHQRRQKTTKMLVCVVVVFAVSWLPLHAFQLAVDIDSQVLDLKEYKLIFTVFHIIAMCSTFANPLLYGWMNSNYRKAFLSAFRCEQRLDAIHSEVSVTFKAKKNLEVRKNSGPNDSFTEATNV
# Yeast life ext: extends the lifespan of yeast | inhibition of the nicotinamide effect, % at 10 µM | S. cerevisiae growth with nicotinamide, OD615; deaD strain in restrictive glucose medium | hit rate 0.68% among 130,000 | AID 775;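 active means inhibition above a set limit, placed 3 SD over the median of all compounds, cut at about 26% in these data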;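 further: 0% = nicotinamide-treated wells and 100% = cells grown without nicotinamide; some compounds called inactive have numbers as strong as hits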
#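 assay system = DeaD-strain S. cerevisiae | buffer or medium = restrictive glucose medium | reagent = 1.5 mM nicotinamide | compound = 10 µM single point, 0.25% DMSO | incubation = 48 h compound exposure at 30 °C, humidified | signal = OD615 measurement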
# PTEN del growth: growth suppressors of cells with PTEN tumor suppressor deletion; hit rate 1.2% among 140,000; AID 827; viability, % at 10 µM; HCT116 PTEN-null viability, CellTiter-Glo, 60 h; stronger effect = lower value;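 active means viability at or below a set limit, 4 SD under the median of all tested compounds, cut at about 3.7% in these data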;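 further: PTEN knockout HCT116 line with beta catenin targeted HCT116 as companion control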
# MRP-1 activ: activates MRP-1. H69AR cells + doxorubicin, viability rescue, CellTiter-Glo. viability increase, % at 10 µM. hit rate 0.61% among 140,000. AID 799;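 active means viability gain under doxorubicin at or above a set limit, the compound median plus 3 SD, cut at about 4.7% in these data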;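 further: MRP-1 overexpressing cells given doxorubicin 25 µM after compound pretreatment; 18-22 h compound pretreatment then 72 h with doxorubicin before readout; 0% = doxorubicin-only wells and 100% = vehicle-treated cells without doxorubicin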
# * = called active by the depositor; · = not tested or not shown.
SMILES,Phagocyt inh,BB579 growth dn,HCT116 bCat-KO,Measles CPE,E-sel TNF inh,GALR2 antag,NPY-Y2 antag,Yeast life ext,PTEN del growth,MRP-1 activ
COc1ccc(NC(=O)C2=C(C)C(=O)OC23CCC(C)CC3)c(OC)c1 (centres undefined),0,-66,95,3,9,10,-1,-2,84,-1.3
Cc1cc(C(=O)Nc2ccc3c(c2)OCO3)cs1,1,-38,81,20,17,-1,5,-8,86,-1.5
CSCCC(NC(=O)c1ccccc1)C(=O)NC1CCCC1 (centres undefined),6,-16,92,16,-19,8,0,-9,102,-0.8
COc1ccc(N2CCN(C(CNC(=O)C(=O)NCC3CCCO3)c3ccco3)CC2)cc1 (centres undefined),-1,-44,87,7,·,-7,4,3,94,-1.1
Cc1ccc2[nH]cc(C(=O)CN3CCN(c4ccccn4)CC3)c2c1,0,-1,69,4,29,6,4,-27,74,-2.1
COc1ccc(Nc2nc(C)cc(C)c2C#N)cc1OC,-1,-1,98,9,59*,2,1,-8,109,3.3
COc1ccc2nc(Sc3c([N+](=O)[O-])nc(C)n3Cc3ccccc3)[nH]c2c1,-2,-31,4.6*,2,-6,8,1,-8,1.7*,-5.3
COc1ccc(C2C(C#N)=C(C)NC3=C2C(=O)c2ccccc23)cc1 (centres undefined),1,-52,93,9,·,17,1,-6,86,-1.1
COCCN1Cc2cccc(C(=O)N3CCN(c4ccccc4)CC3)c2C1=O,1,-35,92,3,·,-7,5,-2,98,-1.7
COc1ccc(Cl)cc1C(=O)Nn1cnc2ccccc2c1=O,·,-68,93,5,-6,4,-1,-9,106,-0.6
CCCn1c2ccccc2c2nnc(SCC(=O)OC)nc21,-1,-54,91,14,10,9,2,-9,102,-0.3
O=c1[nH]c(CCC2CCCC2)nc2ccccc12,-4,-38,87,5,·,-9,0,6,94,-0.4
O=C(OCC#CCSc1nnc(-c2ccc([N+](=O)[O-])cc2)o1)c1cccs1,3,-14,79,9,7,-4,10,-2,89,-4.3
COc1ccccc1S(=O)(=O)Cc1ccc(C(=O)N2CCN(c3cccc(Cl)c3)CC2)o1,3,-35,26,15,-9,11,9,3,21,-0.9
O=C1c2ccccc2C(=O)N1C/C=C/CN1C(=O)c2ccccc2C1=O,-1,17,99,9,-17,-6,2,-4,99,-1.6
CC12CC(c3ccccc3O1)C(C(=O)N1CCOCC1)C(=O)N2 (centres undefined),-3,-42,98,9,·,2,-2,-14,104,0.6
O=P(O)(CN1CCCCCC1)CN1CCCCCC1,-6,10,96,3,-4,14,3,-6,115,-2.5
Cc1ccc(CN(c2ccc(C(=O)Nc3ccc4c(c3)OCO4)cc2)S(C)(=O)=O)cc1,0,-16,90,10,·,-2,3,1,80,-3.6
Cc1ccccc1Cn1c(=O)n(Cc2ccco2)c(=O)c2ccccc21,-1,-56,62,8,14,-10,-1,6,52,-0.9
COCCNC(=O)CN(C(=O)CCC(=O)Nc1ccccn1)c1ccc(F)c(Cl)c1,0,-28,99,9,-15,1,1,6,98,1.2
COC(=O)[C@@H](NC(=O)Nc1ccc(C(C)=O)cc1)C(C)C,·,-26,99,104*,0,11,0,-6,97,0.0
CC(C)c1ccc(NC(=O)N2CCC(c3nc4ccccc4o3)CC2)cc1,-2,-6,78,4,7,2,3,-7,83,1.7
O=C(c1ccccc1)N1CCC(=O)N1c1ccccc1,0,-19,97,17,·,6,-1,0,92,0.1
Cc1nn(-c2ccccc2)c(C)c1/C=N/NC(=O)c1ccccc1NS(=O)(=O)c1cccs1,-9,-60,94,3,3,-3,4,-1,90,-0.3
Cc1nc(Cl)c(C(=O)NC(=O)Nc2cccc(C(F)(F)F)c2)c(C)c1[N+](=O)[O-],·,-38,92,16,16,5,2,·,88,-5.2

# As entered above:
# Cc1ccccc1Cn1c(=O)n(Cc2ccco2)c(=O)c2ccccc21 @ E-sel TNF inh: 14
# COc1ccc(Nc2nc(C)cc(C)c2C#N)cc1OC @ PTEN del growth: 109

# Other compounds
SMILES,Phagocyt inh,BB579 growth dn,HCT116 bCat-KO,Measles CPE,E-sel TNF inh,GALR2 antag,NPY-Y2 antag,Yeast life ext,PTEN del growth,MRP-1 activ
CC/C(O)=N\S(=O)(=O)c1ccc(N=NN(C)C)cc1,·,-28,96,2,-4,-2,3,·,95,-1.9
Cc1cc2n(n1)C(c1ccc(O)cc1)Nc1ccccc1-2 (centres undefined),1,-27,92,4,1,-4,3,-31,98,0.1
COc1cc2[nH]c(=O)n(CCCCCC(=O)N3CCN(c4ccccc4)CC3)c(=O)c2cc1OC,2,-26,80,36,-31,5,0,9,68,-1.7
COc1ccc(CCNC(=O)CCC(=O)N2CCN(S(=O)(=O)c3ccc(Cl)cc3)CC2)cc1OC,-2,-22,75,37,21,-4,2,-12,70,-1.9
CCN(CC)CCNC(=O)Cn1c(-c2ccccn2)nc2ccccc21,-2,-26,96,6,19,15,1,-12,87,-2.4
COc1ccc(C)cc1NC(=O)COC(=O)Cc1ccc(-c2ccccc2)cc1,-1,-3,102,9,8,2,6,-2,97,1.8
CCCC(=O)N=C1SC2CS(=O)(=O)CC2N1c1ccc(C(C)=O)cc1 (centres undefined),-1,-1,100,9,13,-10,0,1,96,-0.3
CCOc1cc(NC(=S)Nc2ccccc2OC)c(OCC)cc1NC(=O)c1ccccc1C,·,-32,82,0,-2,-8,5,-7,81,-2.1
COc1nc(-c2ccccc2)cc(-c2ccccc2)n1,0,-5,84,14,18,11,2,-11,90,-4.4
Cc1ccccc1Nc1sc(C(=O)Nc2cccc(Cl)c2)c(N)c1C(N)=O,3,-11,89,18,·,4,0,-4,86,2.2
COc1ccc(NC(=O)CCN2CCN(S(=O)(=O)c3ccc(Cl)cc3)CC2)cc1,·,-33,86,3,8,-1,5,-12,90,-0.4
COc1ccc(C2=NOC(C(=O)Nc3c(C)n(C)n(-c4ccccc4)c3=O)C2)cc1 (centres undefined),0,-10,88,3,·,6,1,-7,103,-2.4
C=CCn1cc(C(=O)NCc2cccnc2)c(=O)c2cc(S(=O)(=O)N(CC)CC)ccc21,·,-67,98,10,·,-9,1,-1,94,-1.7
c1ccc(OCc2nc(-c3ccccc3)no2)cc1,5,-34,97,28,-14,-17,5,-17,110,-0.8
CC(C)OC(=O)CC(=O)CSc1nc2c(cc1C#N)CCCCC2,-1,-82,88,4,-21,1,-1,-3,104,-1.2
Cc1cc(Cl)c(S(=O)(=O)N2CCCCCC2)cc1OCC(=O)NC1CCCCC1,0,-25,17,33,7,-10,5,3,21,-1.2
Cc1cc(C(=O)CN2CC(C)OC(C)C2)c(C)n1-c1ccccc1 (centres undefined),-1,9,95,6,7,15,-1,-8,98,0.2
CC(C)(C)n1c(=O)[nH]c2c(c1=O)CCC2,0,-7,90,4,·,-3,2,-8,98,0.0
O=C(NCc1cccnc1)c1cccc(S(=O)(=O)N2CCOCC2)c1,-1,-40,92,11,·,4,-1,-7,102,-0.8
CCCCOc1cccc(-c2cc(C(=O)NNC(=S)NCC)c3ccccc3n2)c1,·,-26,82,10,-15,-4,5,-8,80,-1.4
CCCCOc1ccc(C2C3CN(C(=O)OCC)CC=C3C(C#N)=C(N)C2(C#N)C#N)cc1OC (centres undefined),-2,-69,81,8,-2,-5,2,-9,83,-1.6
COc1cc2c(cc1OC)CN(CC(=O)NC(=O)NCc1ccco1)CC2,-2,-30,84,5,·,-5,2,-20,84,-3.3
COc1ccc(-c2cc(C(F)(F)F)nc(N3CCN(C)CC3)n2)cc1,·,-47,51,13,28,-9,13,-15,61,0.0
O=C(Oc1cccnc1)c1ccc(Cl)c(Cl)c1,0,-2,93,3,5,-10,6,-25,96,-0.4
Cc1ccc(-c2csc(N)n2)s1,0,10,113,2,13,3,-2,-16,96,-2.1

# Measles CPE, entries above that show a hit
canonical_smiles | Phagocyt inh | BB579 growth dn | Measles CPE | E-sel TNF inh | GALR2 antag | NPY-Y2 antag | Yeast life ext
COC(=O)[C@@H](NC(=O)Nc1ccc(C(C)=O)cc1)C(C)C | · | -26 | 104* | 0 | 11 | 0 | -6

# Additional records follow:
SMILES,Phagocyt inh,BB579 growth dn,HCT116 bCat-KO,Measles CPE,E-sel TNF inh,GALR2 antag,NPY-Y2 antag,Yeast life ext,PTEN del growth,MRP-1 activ
CC1=C(C(=O)OC(C)C)C(c2ccc(C)o2)NC(=O)N1 (centres undefined),·,-18,88,2,7,14,2,·,86,-0.6
CCOC(=O)C(=O)NNc1ccc(C)cc1,·,-13,94,2,-19,5,1,-1,93,0.8
O=C1OC(/C=C/c2ccc(Cl)cc2Cl)=NC/1=C\c1cccs1,-8,-43,97,33,·,4,5,1,100,-2.1
CS(=O)(=O)Nc1ccc(C2=NN(S(C)(=O)=O)C(c3ccc4c(c3)OCO4)C2)cc1 (centres undefined),-3,-4,84,4,·,-7,2,3,81,-1.6
COc1ccc(NC(=O)c2oc3ccccc3c2NC(=O)c2ccco2)c(OC)c1,·,-30,87,5,1,-8,2,-16,71,1.2
Cc1ccccc1NC(=O)Cn1c([N+](=O)[O-])cnc1C,-12,-25,83,15,-12,-5,-1,1,92,1.0
CN1/C(=C\C(=O)Nc2ccc(Br)cc2)C(C)(C)c2ccccc21,-10,-43,97,5,11,8,1,-4,94,-0.3
CC(C)c1ccc(OCC(O)CN2CCN(c3ccccc3)CC2)cc1 (centres undefined),-2,-48,97,6,-14,-8,8,-15,89,-3.2
O=c1c2ccccc2nnn1CSc1nnc(C2COc3ccccc3O2)n1-c1ccccc1 (centres undefined),0,-60,61,19,-78,-5,6,-4,67,0.5
CC1(C)SC(=S)N(/N=C/c2ccccc2)C1N(O)C(=O)Nc1ccc([N+](=O)[O-])cc1 (centres undefined),0,-51,61,8,-10,9,-5,-3,49,-4.0
O=C(NC1CCCCCC1)c1cccc(COCC(F)(F)F)c1,·,-23,74,36*,-18,10,-2,·,79,-1.3
CCOc1ccc(C2N(c3ccc(OC)cc3)C(=O)C3CCCN32)cc1OC (centres undefined),0,-28,88,26,2,10,4,-9,100,-3.4
COc1cc(Cl)c(C)cc1NC(=O)CSc1ccc(C)cc1,·,-52,86,8,0,-1,7,-15,94,0.6
O=C(/C=C/c1ccccc1)c1ccc2c3c(cccc13)CC2,-6,-9,1.4*,8,34,-9,8,-4,1.8*,-6.0
COC(=O)c1cc(=O)nc2sc3cc(OC)ccc3n12,·,-28,89,13,-8,-3,2,·,93,-1.2
Cc1ccc(NC(=O)C(C)c2cccc(C(=O)c3ccccc3)c2)cc1 (centres undefined),1,-66,66,6,-13,3,10,-13,76,-0.3
COc1ccc(OC)c(C(=O)CSc2nnc(-c3ccc(OC)c(OC)c3)o2)c1,2,-38,86,16,-4,-6,9,-2,89,0.1
COC(=O)C(CC(C)C)NC(=O)/C=C/c1ccccc1Cl (centres undefined),-1,-10,91,15,1,2,-1,-2,100,-0.4
CC(C)(C)C(=O)/C=C/Nc1ccccc1O,0,27,79,2,32,19,0,-11,81,-1.9
